# From PubChem BioAssay
# GAA spleen mod: qHTS Assay for Inhibitors and Activators of Human alpha-Glucosidase From Spleen Homogenate | Potency, µM (highest dose often 79.9 µM), for inactives: at the highest dose activity change, negative = inhibition, usual class: inhibitors | AID 2112, 2009 | Lysosomal alpha-glucosidase (Homo sapiens), P10253 | hit rate 0.006% among 240,000 | human spleen homogenate, 4-MU-alpha-glucoside fluorescence;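 also: 0% = enzyme with vehicle and -100% = no enzyme basal signal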
#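 Enzyme source: human spleen homogenate, 1 ug/well. Buffer 50 mM citric acid/K phosphate pH 5.0, 0.01% Tween-20. 4-MU-alpha-glucoside 1 mM; 37 C x 40 min; NaOH/glycine stop; fluorescence.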
# GAA glycogen mod: qHTS Assay for Inhibitors and Activators of Human alpha-Glucosidase Cleavage of Glycogen | AID 2100, 2009 | hit rate 0.38% among 300,000 | Potency, µM (series often up to 76.4 µM), for the others: at the top dose activity change, negative = inhibition, usual class: inhibitors | recombinant GAA, glycogen substrate, Amplex Red glucose oxidase fluorescence;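 also: 0% = full enzyme reaction and -100% = no-enzyme basal signal; the screen sought inhibitors and activators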
#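 Recombinant human alpha-glucosidase (4 nM final) hydrolysed bovine liver glycogen (30 ug) for 40 min at 37 C in pH 5.0 citrate/phosphate with 0.01% Tween-20. Released glucose detected by glucose oxidase/Amplex Red, Ex 573/Em 610 nm. Compounds up to 77 uM; AC50 from Hill fits.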
# TR SRC2 fluor cs: Total Fluorescence Counterscreen for Inhibitors of the Interaction of Thyroid Hormone Receptor and Steroid Receptor Coregulator 2; TRb/SRC2 Texas Red total fluorescence interference; Potency, µM (series often up to 106 µM), inactives show at the highest dose fluorescence change, negative = quenching; hit rate 0.29% among 280,000; active = well fitted curve in either direction with a large enough effect; inconclusive = small, poorly fitted or top-dose-only effect
#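 Human TRβ ligand-binding domain (0.6 uM) and Texas Red SRC2 peptide (20 nM) in Tris buffer with 1 uM T3 and 5% DMSO were incubated with pinned compound for 5 hr at ambient temperature. Total fluorescence was computed as S + 2P (555/632 nm).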
# L3MBTL1 block: qHTS Assay for the Inhibitors of L3MBTL1. hit rate 0.66% among 230,000. Potency, µM (series often up to 57.1 µM), for inactives: top-dose activity, negative = inhibition, usual class: inhibitors. AlphaScreen L3MBTL1–H3K9me1 peptide binding; also: nearly all actives have a fitted effect of over 60% in size
# Target sequence (Q9Y468 whole entry, looked up): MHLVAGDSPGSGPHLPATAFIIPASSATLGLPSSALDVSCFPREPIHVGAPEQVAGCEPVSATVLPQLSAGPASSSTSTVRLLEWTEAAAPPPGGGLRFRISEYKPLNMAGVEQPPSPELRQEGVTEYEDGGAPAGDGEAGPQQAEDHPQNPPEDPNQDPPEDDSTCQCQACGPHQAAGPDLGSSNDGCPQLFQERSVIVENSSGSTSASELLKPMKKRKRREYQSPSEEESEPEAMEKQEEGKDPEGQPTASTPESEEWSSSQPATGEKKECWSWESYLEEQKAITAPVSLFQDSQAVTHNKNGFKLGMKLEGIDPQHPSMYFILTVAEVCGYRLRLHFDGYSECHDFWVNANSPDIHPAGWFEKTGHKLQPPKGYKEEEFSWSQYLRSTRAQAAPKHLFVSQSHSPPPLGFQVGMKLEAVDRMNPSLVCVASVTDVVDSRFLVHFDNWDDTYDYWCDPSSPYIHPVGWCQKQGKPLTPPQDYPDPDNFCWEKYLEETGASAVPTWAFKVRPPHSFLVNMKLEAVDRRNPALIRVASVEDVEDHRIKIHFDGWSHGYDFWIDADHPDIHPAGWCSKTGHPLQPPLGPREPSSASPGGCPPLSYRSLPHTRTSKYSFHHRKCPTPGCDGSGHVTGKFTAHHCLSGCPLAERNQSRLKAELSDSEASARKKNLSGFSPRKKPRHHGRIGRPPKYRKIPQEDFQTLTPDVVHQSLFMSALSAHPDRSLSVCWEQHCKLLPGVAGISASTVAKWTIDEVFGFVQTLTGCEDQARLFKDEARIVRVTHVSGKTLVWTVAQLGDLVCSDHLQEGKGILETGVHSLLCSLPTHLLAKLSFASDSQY
#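 L3MBTL1 (50 nM) pre-complexed 30 min with biotinylated H3(1-15)K9me1 peptide (75 nM), then compounds added for 30 min at room temperature; AlphaScreen streptavidin donor/nickel chelate acceptor beads (10 ug/mL final) read after 30 min dark incubation.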
# TRb SRC2 PPI: qHTS for Inhibitors of the Interaction of Thyroid Hormone Receptor and Steroid Receptor Coregulator 2; TRbeta-SRC2 peptide binding, fluorescence polarization; receptor liganded with 1 µM T3; Thyroid hormone receptor beta (Homo sapiens), P10828; AID 1469, 2008; hit rate 0.065% among 280,000; Potency, µM (doses to about 106 µM), inactives show top-dose activity change, negative = inhibition, hits mostly inhibitors;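 also: plate controls were bound peptide for no effect and peptide without receptor for full effect; nearly all actives have a fitted effect of over 50% in size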
#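 Fluorescence polarization of 20 nM Texas Red SRC2 peptide (20-aa NR interaction domain) bound to 0.6 uM human TRb ligand-binding domain, with 1 uM T3, after 5 hr at ambient temperature; inhibition seen as decreased polarization.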
# GAA inhib: qHTS Assay for Inhibitors of Human alpha-Glucosidase as a Potential Chaperone Treatment of Pompe Disease; Lysosomal alpha-glucosidase (Homo sapiens), P10253; purified human GAA, 4-MU-alpha-glucoside fluorescence; Potency, µM (highest dose often 76.9 µM), inactives show at the top dose activity change, negative = inhibition, usual class: inhibitors; hit rate 0.005% among 200,000; AID 1466, 2008;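 also: plate controls were uninhibited enzyme wells for no effect and no-enzyme background for full effect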
#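 Fluorescence at Ex 365/Em 440 nm from 4-methylumbelliferone reported enzyme activity after 20 min at room temperature. Reactions used 4 nM enzyme and 400 uM substrate at pH 5.0; curves fitted with the Hill equation.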
# GoLoco inh red: qHTS Assay for Inhibitors of RGS12 GoLoco Motif Activity (Red Fluorophore); Guanine nucleotide-binding protein G(i) subunit alpha-1 (Homo sapiens), P63096; Gai1:RGS12 GoLoco peptide FP, rhodamine, 10 min; Potency, µM (doses to about 61.6 µM), without a hit: at the top dose activity, negative = inhibition, usual class: inhibitors; hit rate 0.44% among 230,000; AID 880, 2007; active = well fitted inhibition curve with a large enough effect, not every such curve was filed as active; inactive = no such curve, though single readings can be large or run the other way; also: nearly all actives have a fitted effect of over 30% in size; many of its hits are not listed in these tables
# RECQ1 inh: qHTS Assay for Inhibitors of RecQ-Like Dna Helicase 1 (RECQ1); ATP-dependent DNA helicase Q1 (Homo sapiens), P46063; RECQ1 DNA unwinding, red fluorescence kinetic read; Potency, µM (doses to about 57.3 µM), inactives show top-dose activity, negative = inhibition, actives largely listed as inhibitors; hit rate 0.54% among 240,000;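 also: plate controls were vehicle for no effect and no enzyme for full effect; nearly all actives have a fitted effect of over 30% in size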
#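 50 nM RECQ1T1 preincubated 15 min with compound in Tris pH 8.0 buffer with MgCl2, DTT, Tween-20 and 2.5 ug/ml poly(dI-dC); started with 200 nM TAMRA/BHQ-2 forked duplex and 2 mM ATP. Unwinding read as fluorescence (525/598 nm), two reads 2 h apart.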
# * hit, by the source's call; i = inactive; ? = inconclusive; nt = no result given; [ ] = dose if it differs, or a comment. Unless noted, calls follow the shape of the dose curve; as a rule, active = well fitted curve in the direction sought with a large enough effect; inconclusive = small, poorly fitted or top-dose-only effect, or another doubt; inactive = no such curve, though single readings can be large; an effect the other way counts as inactive or inconclusive. Unless noted, % is scaled to controls: 0 for no effect and ±100 for the full control effect; potency is read from the fitted curve at half-maximal effect. An excerpt. The share of hits here may be higher or lower than overall.
SMILES	GAA inhib	L3MBTL1 block	GAA spleen mod	TRb SRC2 PPI	GAA glycogen mod	TR SRC2 fluor cs	GoLoco inh red	RECQ1 inh
CCN1C(=O)c2cccc3c(S(=O)(=O)Nc4ccc(OC)cc4OC)ccc1c23	-4%	-1%	2%	9%	-2%	0%	5%	-8%
Cc1cc(NC(=O)CSc2nc3ccsc3c(=O)n2Cc2ccccn2)n[nH]1	-2%	-5%	-3%	1%	10%	-4%	1%	-9%
O=C(C1CCN(S(=O)(=O)N2CCC3(CC2)OCCO3)CC1)N1CCCCC1	-8%	9%	-2%	4%	2%	-3%	3%	-4%
COc1ccc2c(c1)C(=O)[C@@H](OC(=O)N[C@H]1CCCc3ccccc31)[C@H](c1ccc(OC)c(Br)c1)O2	nt	nt	-13%	4%	nt	-1%	8%	5%
O=c1c2ccccc2nc(SCc2nc(-c3ccccc3)no2)n1-c1ccc(F)cc1	-8%	4%	-14%	4%	-2%	-1%	-3%	-5%
CCn1cc(C2Nc3ccccc3C(=O)N2O)c(C)n1 (stereo not drawn)	2%	-6%	5%	1%	?	4%	4%	-9%
COc1ccccc1-c1nc(SCC(=O)N(C)c2ccccc2)c2c(=O)n(C)c(=O)n(C)c2n1	0%	14%	nt	3%	-1%	-2%	8%	i
CCCCNC(=S)N/N=C/c1ccc(C)s1	-7%	nt	-6%	-1%	16%	-3%	9%	-3%
CCOc1nc(C)ccc1-c1noc(-c2ccccn2)n1	-3%	7%	-1%	-17%	0%	1%	7%	i
COCCCn1c(SCC(=O)NCc2ccco2)nc2sc3c(c2c1=O)CCC3	-2%	-5%	-5%	0%	-24%	1%	nt	i
Fc1ccc(NC(=S)Nc2ccccc2N2CCOCC2)cc1Cl	2%	13%	-3%	2%	-20%	-3%	11%	-8%
CCOC(=O)c1sc2ncn(C(CC)C(=O)OCC)c(=O)c2c1C (stereo not drawn)	-15%	5%	-18%	9%	4%	3%	-12%	-13%
Cc1ccnc(SCc2cc(=O)c(OC(=O)c3ccc(Br)o3)co2)n1	-16%	5%	0%	-5%	-9%	-1%	10%	-2%
CC1=NN(c2nc3ccccc3[nH]2)C(=O)C1Cc1ccccc1 (stereo not drawn)	nt	20µM*	1%	5%	7%	-2%	6%	-7%
CC(=O)Nc1nc(-c2ccccc2)c(-c2ccccc2)o1	2%	-1%	2%	4%	1%	-1%	-13%	-16%
COc1cccc(N2CCN(CC(=O)Nc3nc4c(s3)CC(C)CC4)CC2)c1 (stereo not drawn)	-6%	nt	1%	2%	-2%	0%	1%	i
CN(C)CCNC(=O)COc1ccc(Cl)cc1Cl	-4%	11%	1%	-5%	-1%	-3%	-1%	-12%
COC(=O)CN(c1ccccc1)S(=O)(=O)c1cc(Br)ccc1OC	-6%	0%	-12%	-11%	4%	-2%	5%	-7%
COc1ccc(NC2=C3CCCC=C3N(c3ccc(OC)cc3)C2=O)cc1	-13%	nt	-14%	1%	?	-1%	-8%	?
CCOC(=O)c1ccc2c(c1)n(CC)c(C)[n+]2CC	0%	5%	2%	0%	-8%	6%	78%[activator]	i

# Among those listed so far, these contain bromine.
SMILES	GAA inhib	L3MBTL1 block	GAA spleen mod	TRb SRC2 PPI	GAA glycogen mod	TR SRC2 fluor cs	GoLoco inh red	RECQ1 inh
COc1ccc2c(c1)C(=O)[C@@H](OC(=O)N[C@H]1CCCc3ccccc31)[C@H](c1ccc(OC)c(Br)c1)O2	nt	nt	-13%	4%	nt	-1%	8%	5%
Cc1ccnc(SCc2cc(=O)c(OC(=O)c3ccc(Br)o3)co2)n1	-16%	5%	0%	-5%	-9%	-1%	10%	-2%
COC(=O)CN(c1ccccc1)S(=O)(=O)c1cc(Br)ccc1OC	-6%	0%	-12%	-11%	4%	-2%	5%	-7%

# (list continues)
SMILES	GAA inhib	L3MBTL1 block	GAA spleen mod	TRb SRC2 PPI	GAA glycogen mod	TR SRC2 fluor cs	GoLoco inh red	RECQ1 inh
Cc1ccc(C(=O)N2N=C(c3ccccc3)CC2(O)C(F)(F)F)o1 (stereo not drawn)	10%	8%	-10%	1%	14%	0%	7%	0%
CSC(=CC(=O)c1ccc(F)cc1)SC	-2%	6%	3%	-2%	-5%	-5%	1%	-8%
COc1ccc(S(=O)(=O)Nc2ccccc2C(=O)N2CCCC2)cc1OC	nt	nt	-1%	2%	6%	-2%	-9%	i
CCc1ccc(S(=O)(=O)NCCc2cn3ccsc3n2)s1	0%[15.4 µM]	0%	-1%	1%	10%	-2%	7%	-6%
O=C(Cn1nc(C(F)(F)F)c2c1CCC2)NCc1ccc(F)cc1	-2%	-1%	-15%	-5%	11%	-5%	-7%	i
COc1cccc(/C=C2\SC(=S)N(CC3CCCO3)C2=O)c1 (stereo not drawn)	0%	-28%	4%	6%	8%	0%	7%	-14%
Cc1csc(NC(=O)CS(=O)(=O)Cc2ccccc2)n1	6%	3%	-12%	2%	11%	0%	17%	i
COC(=O)Nc1sc2c(c1C(=O)N1CCOCC1)CCC(C)C2 (stereo not drawn)	9%	nt	5%	2%	-1%	0%	-3%	7%
Nc1nc(SCC(=O)Nc2ccccc2)[nH]c(=O)c1NC(=O)c1cccs1	0%	8%	2%	-7%	-6%	1%	0%	-7%
CCOc1ccccc1OCC(=O)NN1Cc2ccccc2C1=N	0%	nt	0%	-8%	3%	-3%	4%	-13%
O=C(O)c1ccc(CN2C(=O)c3ccccc3S2(=O)=O)cc1	-2%	11%	-10%	7%	8%	-2%	4%	-15%
Cc1nc2ccccc2c2c1CC(C(C)(Cl)Br)O2 (stereo not drawn)	nt	-4%	-1%	11%	6%	0%	10%	4%
Cc1cc2ccccc2n1CCNC(=O)C(C)(C)C	1%	9%	-9%	9%	-6%	-6%	7%	-1%
COC(=O)c1cnc(Oc2ccc(NC(=O)NC(=O)c3c(F)cccc3Cl)cc2)cc1C(F)(F)F	-5%	-1%	-4%	10%	2%	-3%	0%	i
CCCCNC(=O)CNC(=S)N(Cc1ccccc1)Cc1cccnc1	-2%	6%	2%	4%	0%	0%	18%	4%
CCOc1ccc(CCNC(=O)Cn2ccc3ccccc3c2=O)cc1OCC	2%	11%	1%	-2%	-3%	-1%	7%	i
COc1cc(C2NC(=O)NC(C)=C2C(=O)OC(C)C)ccc1OC(=O)c1ccco1 (stereo not drawn)	-1%	-4%	5%	-11%	-7%	-1%	-1%	-2%
Cc1cccc(-n2cnc(C(=O)Nc3cccnc3)c2)n1	2%	-4%	1%	-5%	-1%	2%	0%	i
O=C(Nc1ncn[nH]1)c1cc(S(=O)(=O)Nc2cccc(C(F)(F)F)c2)ccc1Cl	10%	11%	-18%	-7%	-18%	0%	11%	-4%
Cn1cc(S(=O)(=O)CC(=O)N2CCc3ccccc32)c2ccccc21	7%	nt	-4%	-9%	0%	-1%	2%	-4%

# Single entries from above:
# Result of Nc1nc(SCC(=O)Nc2ccccc2)[nH]c(=O)c1NC(=O)c1cccs1 under TRb SRC2 PPI: -7%
# Result of CSC(=CC(=O)c1ccc(F)cc1)SC under GoLoco inh red: 1%

# (listing goes on)
SMILES	GAA inhib	L3MBTL1 block	GAA spleen mod	TRb SRC2 PPI	GAA glycogen mod	TR SRC2 fluor cs	GoLoco inh red	RECQ1 inh
COc1cccc(-n2c(Cc3cc(=O)[nH]c(=O)[nH]3)nnc2SCC(=O)NC2CCCC2)c1	-5%[15.4 µM]	6%	-2%	1%	9%	-2%	6%	-12%
O=C1COc2ccc(C(=O)COC(=O)Cc3ccsc3)cc2N1	2%	?	0%	-1%	7%	5%	7%	i
CC(=O)c1ccc(N2CCN(C(=O)c3ccc4nc[nH]c4c3)CC2)cc1	-4%	0%	-15%	2%	7%	-5%	2%	2%
COc1ccc(Cc2nc(-c3cccs3)no2)cc1	-9%	7%[11.4 µM]	2%	-1%	6%	-6%	10%	i
O=C(N/N=C/c1cccc([N+](=O)[O-])c1)C1CC(=O)N(c2ccc(F)cc2)C1 (stereo not drawn)	1%	2%	-2%	0%	6%	9%	-3%	-4%
O=c1cc(-c2ccc(O)cc2)oc2c(-c3cc(-c4cc(=O)c5c(O)cc(O)cc5o4)ccc3O)c(O)ccc12	nt	nt	5%	25%	nt	?	nt	-16%
O=C(NC1=NCCS1)c1ccc(Br)s1	-14%	nt	-4%	-10%	4%	1%	3%	-4%
O=C(NC1CCN(C(=O)Nc2cccc(F)c2)CC1)C1CCCCC1	1%	0%	2%	-4%	3%	2%	-5%	i
CN(Cc1ncc[nH]1)C(=O)CC1C(=O)NCCN1Cc1c(F)cccc1Cl (stereo not drawn)	-16%	2%	2%	-3%	-3%	-2%	9%	i
Cc1ccc(S(=O)(=O)N2CCN(C(=O)COc3ccc(-c4nnco4)cc3)CC2)cc1	?	-4%	-23%	7%	-17%	0%	8%	-5%
CCO[C@@H]1OC(C(=O)N2CCN(C)CC2)=C[C@H](c2csc3ccccc23)[C@H]1CCCO	nt	-3%	-7%	-7%	-9%	-2%	1%	-5%
O=C(c1nc2ccccc2s1)N1CCSCC1	0%	nt	-8%	4%	6%	0%	4%	i
COc1nonc1NCn1nc(C)cc1C	-11%	nt	-1%	1%	-4%	1%	0%	-9%
OCCC1CN(Cc2ccc(Oc3ncccn3)cc2)CCN1Cc1ccc(F)c(F)c1 (stereo not drawn)	nt	1%	0%	8%	3%	-1%	-1%	-3%
